# Screening results as filed in PubChem.
# EPAC1 antag = qHTS for Antagonist of cAMP-regulated guanine nucleotide exchange factor 3 (EPAC1): primary screen. EPAC1 GEF assay, Rap1b-BODIPY-GDP exchange fluorescence. Potency, µM (highest dose often 115 µM), without a hit: at the highest dose activity change, negative = inhibition, most hits filed as inhibitors. actives 0.14% (n = 360,000);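 note: potency is the fitted concentration of half-maximal effect; plate controls were vehicle for no effect and positive control for full effect; nearly all actives have a fitted effect of over 50% in size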
# EPAC1 ag = qHTS for Agonist of cAMP-regulated guanine nucleotide exchange factor 3 (EPAC1): primary screen; Rap guanine nucleotide exchange factor 3 (Homo sapiens), O95398; EPAC1 agonist qHTS, biochemical assay; response scale: 100% = response to 6.5 mM cAMP; Potency, µM (doses to about 154 µM), without a hit: at the highest dose activation, hits mostly activators; actives 0.073% (n = 360,000); AID 720707, 2013; note: potency is the fitted concentration of half-maximal effect; nearly all actives have a fitted effect of over 60% in size
#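 Fluorescent GDP-exchange assay: 100 nM EPAC1 with 250 nM Rap1B preloaded with BODIPY-GDP and 50 uM GDP; compounds tested as concentration series, 5 min at room temperature, then read every 5 min for 30 min (ex 480/em 540 nm); normalized to 6.5 mM cAMP.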
# PI5P4K alpha inh = qHTS for Inhibitors of phosphatidylinositol 5-phosphate 4-kinase (PI5P4K). PI5P4Kalpha enzyme, ADP-Glo luminescence, 60 min; hits give low values. actives 1.2% (n = 330,000). max response, %; active = max response of -50% or lower; inconclusive = between -30% and -50%; inactive = -30% or higher; note: value at the top dose of about 77 µM; % is set by controls: 0 for no effect and ±100 for the full control effect
#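 Quantitative HTS of the MLSMR library against PI5P4Kalpha with substrate. ATP added last at 5 microM final; room temperature, 60 minutes. Remaining ATP depleted, ADP converted and read as luminescence.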
# WRN inhibitor = qHTS for Inhibitors of WRN Helicase | Bifunctional 3'-5' exonuclease/ATP-dependent helicase WRN (Homo sapiens), Q14191 | WRN helicase unwinding, fluorescent forked duplex, kinetic | Potency, µM (titrated, usually from 114 µM), without a hit: at the top dose activity change, negative = inhibition, actives largely listed as inhibitors | actives 0.46% (n = 360,000); note: potency is the fitted concentration of half-maximal effect; % is set by controls: 0 for no effect and ±100 for the full control effect; nearly all actives have a fitted effect of over 55% in size
# Target sequence (Q14191 whole entry, looked up): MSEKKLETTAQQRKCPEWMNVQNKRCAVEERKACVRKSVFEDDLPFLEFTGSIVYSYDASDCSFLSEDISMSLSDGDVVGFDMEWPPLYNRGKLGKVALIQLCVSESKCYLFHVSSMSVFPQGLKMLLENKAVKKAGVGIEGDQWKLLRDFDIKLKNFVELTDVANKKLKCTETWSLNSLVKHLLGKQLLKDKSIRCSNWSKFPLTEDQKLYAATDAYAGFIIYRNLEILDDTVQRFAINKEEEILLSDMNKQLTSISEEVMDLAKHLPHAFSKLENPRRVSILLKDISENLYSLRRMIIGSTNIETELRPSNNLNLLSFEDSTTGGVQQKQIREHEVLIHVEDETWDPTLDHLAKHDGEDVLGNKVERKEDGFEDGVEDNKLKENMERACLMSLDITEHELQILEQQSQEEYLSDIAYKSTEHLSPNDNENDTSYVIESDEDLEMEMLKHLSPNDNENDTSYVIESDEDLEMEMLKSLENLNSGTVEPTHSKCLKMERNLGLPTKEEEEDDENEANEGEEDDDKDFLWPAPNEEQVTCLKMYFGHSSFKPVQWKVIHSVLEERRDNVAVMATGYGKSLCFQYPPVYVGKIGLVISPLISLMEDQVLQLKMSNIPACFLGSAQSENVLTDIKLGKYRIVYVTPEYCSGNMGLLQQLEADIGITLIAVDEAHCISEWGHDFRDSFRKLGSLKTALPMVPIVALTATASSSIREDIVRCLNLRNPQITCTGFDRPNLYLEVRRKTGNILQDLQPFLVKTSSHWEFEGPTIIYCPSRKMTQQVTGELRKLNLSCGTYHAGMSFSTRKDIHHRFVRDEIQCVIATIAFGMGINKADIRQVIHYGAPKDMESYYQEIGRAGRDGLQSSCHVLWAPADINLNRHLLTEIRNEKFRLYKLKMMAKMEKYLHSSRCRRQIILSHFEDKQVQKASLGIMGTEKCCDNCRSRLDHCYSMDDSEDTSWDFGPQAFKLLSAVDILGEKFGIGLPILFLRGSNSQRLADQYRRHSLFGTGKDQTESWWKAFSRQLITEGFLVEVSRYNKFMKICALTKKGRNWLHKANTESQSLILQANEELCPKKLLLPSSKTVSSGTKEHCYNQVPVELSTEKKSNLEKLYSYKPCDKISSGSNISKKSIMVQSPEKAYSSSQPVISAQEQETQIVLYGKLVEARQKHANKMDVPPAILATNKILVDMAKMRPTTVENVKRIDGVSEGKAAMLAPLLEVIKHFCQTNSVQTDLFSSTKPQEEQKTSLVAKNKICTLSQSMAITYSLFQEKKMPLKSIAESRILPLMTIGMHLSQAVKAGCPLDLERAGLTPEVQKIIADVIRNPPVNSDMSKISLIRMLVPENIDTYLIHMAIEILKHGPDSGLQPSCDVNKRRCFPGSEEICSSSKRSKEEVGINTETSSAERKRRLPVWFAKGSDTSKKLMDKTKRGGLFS
#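 Primary qHTS, 1536-well format. 20 nM WRN + compound, 15 min RT; start with 100 nM forked fluorophore/quencher duplex, 2 mM ATP (final); kinetic read ex 525/em 598 nm.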
# PLK1 PBD block = qHTS for Inhibitors of PLK1-PDB (polo-like kinase 1 - polo-box domain): Primary Screen; Serine/threonine-protein kinase PLK1 (Homo sapiens), P53350; AID 720504, 2013; actives 2.8% (n = 360,000); Potency, µM, for inactives: max response, negative = inhibition, usual class: inhibitors; Plk1 PBD binding of FITC phosphopeptide, fluorescence polarization; note: potency is the fitted concentration of half-maximal effect; series mostly up to about 57 µM; % is set by controls: 0 for no effect and ±100 for the full control effect; nearly all actives have a fitted effect of over 65% in size
# Abeta yeast res = qHTS for compounds that reverse cellular toxicity of Amyloid beta (A-beta) peptide in yeast: Primary Screen; yeast expressing A-beta42, growth rescue, OD600, 48 h; response scale: 0% DMSO, 100% iron-clioquinol control; Potency, µM (top dose mostly 46.1 µM), for the others: at the highest dose growth rescue, actives largely listed as activators; actives 0.063% (n = 410,000); AID 1347071, 2019; note: potency is the fitted concentration of half-maximal effect; nearly all actives have a fitted effect of over 55% in size
#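 Yeast growth medium received pinned compounds, then yeast cells expressing toxic A-beta were added; plates incubated at 30 C for 48 hr. Growth read as absorbance at 600 nm, normalized to DMSO and equimolar FeCl3 plus clioquinol controls.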
# IL2 activator = qHTS of IL-2 Activators; actives 0.065% (n = 360,000); activation, % (series mostly up to about 46 µM); AID 652025, 2013; IL-2 activation reporter assay, cell-based qHTS; stimulated with anti-CD3/CD4/CD28 beads; in transgenic mouse T cells; in the data active = activation above about 50%; inconclusive = mostly about 30% to 49%; note: 0% is about no effect
#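 Readout is EGFP and DsRed signal by fluorescent plate cytometry after 18 h at 37 degrees C. Transgenic mouse T cells (750/well) received compound for 60 min before bead stimulation (anti-CD3, anti-CD4, anti-CD28); memory T cells served as non-tolerant control.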
# FUS suppressor = qHTS for Suppressors of FUS Proteinopathy: Primary screen using FUS-linked yeast assay; S. cerevisiae FUS-expressing, growth rescue, OD600, 24 h; Potency, µM (titrated, usually from 76.6 µM), inactives show at the highest dose growth rescue (activation), most hits filed as activators; actives 0.24% (n = 390,000);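 note: potency is the fitted concentration of half-maximal effect; plate controls were DMSO vehicle for no effect and reference control for full effect; nearly all actives have a fitted effect of over 55% in size; some results filed as inactive show a strong effect at the top dose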
#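 Yeast FUS proteinopathy model; galactose-induced FUS (2%), starting OD 0.005. Cpds in dilution series, 24hr, 30C, 99% humidity. Abs 600 nm growth. Pos ctrl CP55940 (top 92uM final); neg ctrl DMSO.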
# Starred values were filed as active, the others as inactive; ? = inconclusive; . = no result given; [ ] = remark or other dose. Unless noted, calls come from the whole dose curve; as a rule, active = well fitted curve in the direction sought with a large enough effect; inconclusive = small, poorly fitted or top-dose-only effect, or another doubt; inactive = no such curve, though single readings can be large; an effect the other way counts as inactive or inconclusive.
1. CCOC(=O)N/N=C/c1cn(CCCOc2ccc(C)cc2)c2ccccc12
2. COC(C)(C)[C@@H](O)COc1c2ccoc2cc2oc(=O)ccc12
3. COc1ccc(-c2nc3c(s2)CCc2onc(-c4ccc(Br)cc4)c2-3)cc1
4. Cc1cc(F)ccc1-c1cc(C(=O)N2CCN(c3ccncc3)CC2)[nH]n1
5. CCCOc1cccc(-c2nc3ccccc3c(=O)o2)c1
6. OC(c1ccccc1)c1ncc(-c2ccc(Cl)cc2)[nH]1 (stereo not given)
7. Cc1ccc2nc(Cn3cc(C(F)(F)F)ccc3=O)cc(=O)n2c1
8. Cc1ccc(C(=O)C2CCN(CC(=O)NC3CCCCC3)CC2)cc1
Assay by compound,1,2,3,4,5,6,7,8
EPAC1 antag,?,-4%,2%,8%,5%,2%,-8%,-2%
EPAC1 ag,-16%,10%,-8%,6%,-4%,-4%,6%,8%
PI5P4K alpha inh,8,-1,-1,3,1,29,3,.
WRN inhibitor,-9%,-2%,7%,7%,-12%,-9%,2%[57.1 µM],-7%
PLK1 PBD block,-6%,-13%,-1%,-12%,-2%,2%,-5%,2%
Abeta yeast res,-7%,5%,3%,-18%,-30%[inhibitor],3%,6%,8%
IL2 activator,-3.8,-0.4,0.2,-0.7,4.0,0.9,1.5,1.4
FUS suppressor,.,-26%,-4%,-11%,-13%,-15%,11%,20%

# Profiles from above.
# Record of Cc1cc(F)ccc1-c1cc(C(=O)N2CCN(c3ccncc3)CC2)[nH]n1 = EPAC1 antag: 8%; EPAC1 ag: 6%; PI5P4K alpha inh: 3; WRN inhibitor: 7%; PLK1 PBD block: -12%; Abeta yeast res: -18%; IL2 activator: -0.7; FUS suppressor: -11%
# Record of COc1ccc(-c2nc3c(s2)CCc2onc(-c4ccc(Br)cc4)c2-3)cc1 = EPAC1 antag: 2%; EPAC1 ag: -8%; PI5P4K alpha inh: -1; WRN inhibitor: 7%; PLK1 PBD block: -1%; Abeta yeast res: 3%; IL2 activator: 0.2; FUS suppressor: -4%

# Entries by screen from the entries so far.
# Entries 1 to 5 in EPAC1 antag, in turn: ?, -4%, 2%, 8%, 5%
# Entries 1 to 5 in EPAC1 ag, in turn: -16%, 10%, -8%, 6%, -4%

# Other structures:
9. CCS(=O)(=O)c1ccc2oc(Nc3cccc(OC)c3)nc2c1
10. CC(=O)Nc1ccc(S(=O)(=O)NCC(C)NS(=O)(=O)c2ccc(NC(C)=O)cc2)cc1 (stereo not given)
11. CC(=O)c1c(N)n(C)c(=O)n(C)c1=O
12. CCOc1cc(C(C(=O)NCC2CCCO2)N(C(=O)Cn2nnc3ccccc32)c2ccccc2C(C)=O)ccc1O (stereo not given)
13. CCc1nc(SCC(=O)Nc2nnc(CC)s2)c2c(C)c(C)sc2n1
14. O=C(COC(=O)c1n[nH]c2ccccc12)NC1CCCCC1
15. CCCN(Cc1ccc(C)cc1)C(=O)c1ccc(CNS(=O)(=O)c2ccc(C(C)=O)cc2)cc1
16. Cn1cnc(S(=O)(=O)N2CCN(C(c3ccc(F)cc3)c3ccc(F)cc3)CC2)c1
Assay by compound,9,10,11,12,13,14,15,16
EPAC1 antag,-1%,8%,16%,-3%,1%,-13%,-26%,-14%
EPAC1 ag,-4%,-6%,-3%,-1%,0%,0%,3%,-10%
PI5P4K alpha inh,.,0,.,3,.,-8,16,1
WRN inhibitor,-6%,9%,0%,-5%,5%,-18%,-13%,-7%
PLK1 PBD block,-10%,2%,0%,-3%,-3%,8%,-12%,-4%
Abeta yeast res,0%,11%,6%,-12%,3%,7%,-10%,12%
IL2 activator,1.2,-3.0,-1.0,-2.5,-0.6,1.0,-0.1,-1.6
FUS suppressor,41%,-5%,-2%,-15%,-3%,9%,-8%,28%

17. O=C(NCCC1=CCCCC1)C(=O)NCC1OCCCN1S(=O)(=O)c1cc(F)ccc1F (stereo not given)
18. CC(C)C[C@H](NC(=O)N1CCCCCC1)C(=O)O
19. Cc1onc(-c2ccccc2)c1C(=O)N1CCN(c2ccccc2F)CC1
20. C=CCNC(=S)NNC(=O)c1cccn(Cc2ccc(Cl)c(Cl)c2)c1=O
21. CCOC(=O)CNC(=O)Cn1cnc2c(nnn2-c2ccc(C)cc2)c1=O
22. CCOCCCNC(=O)C1(O)c2cc(Br)ccc2NC(=O)N1c1ccc(CC)cc1 (stereo not given)
23. Cc1ccc(C(=O)N2c3ccc(F)cc3CCC2C)o1 (stereo not given)
24. CCOC(=O)N1CCN(S(=O)(=O)c2ccc(C(=O)N(CCN(CC)CC)c3nc4c(C)cccc4s3)cc2)CC1
Assay by compound,17,18,19,20,21,22,23,24
EPAC1 antag,-19%,3%,2%,6%,8%,-7%,10%,0%
EPAC1 ag,2%,2%,2%,-11%,-1%,0%,-7%,2%
PI5P4K alpha inh,-1,10,4,.,.,0,-3,0
WRN inhibitor,-6%,1%,0%,2%,-14%,-3%,0%,-14%
PLK1 PBD block,-14%,0%,4%,-13%,-1%,-7%,-9%,1%
Abeta yeast res,7%,12%,-13%,21%,-12%,2%,11%,1%
IL2 activator,-2.5,0.3,0.1,-2.9,0.4,-1.5,-1.8,-2.4
FUS suppressor,22%,-6%,12%,27%,?,-20%,-9%,14%

25. CC(C)NC(=O)c1ccc(NC(=O)CC2SC(N3CCCCC3)=NC2=O)cc1 (stereo not given)
26. COCCN(C(=O)C1CC(=O)N(Cc2ccc(C)cc2)C1)c1c(N)n(CC(C)C)c(=O)[nH]c1=O (stereo not given)
27. O=C(Cn1nnc(-c2ccc3c(c2)OCO3)n1)NCc1ccccc1
28. Cc1nc2ccccc2n1CC(=O)NC(C)C1CC2CCC1C2 (stereo not given)
29. O=C(Nc1nn(Cc2ccccc2F)cc1Br)c1cccs1
30. O=C(Nc1cccc(S(=O)(=O)C(F)F)c1)c1ccc(S(=O)(=O)N2CCOCC2)cc1
31. CC(C)OP(=O)(OC(C)C)C1(O)C(=O)Nc2ccc(Br)cc21 (stereo not given)
32. CC(=O)Nc1ccc(OCC(O)CN2C(C)(C)CC(O)CC2(C)C)cc1 (stereo not given)
Assay by compound,25,26,27,28,29,30,31,32
EPAC1 antag,-15%,3%,-8%,13%,11%,?,-7%,-8%
EPAC1 ag,-7%,1%,-4%,-8%,6%,2%,-5%,4%
PI5P4K alpha inh,0,8,-4,-6,.,3,5,-2
WRN inhibitor,1%,-4%,12%,-2%,5%,3%,17%,-2%
PLK1 PBD block,-4%,6%,2%,3%,5%,-8%,-21%,-8%
Abeta yeast res,2%,7%,9%,-6%,1%,4%,-8%,18%
IL2 activator,3.9,0.0,-0.2,-0.3,-1.2,2.2,0.8,0.2
FUS suppressor,-3%,6%,5%,28%,6%,17%,17%,-9%

# Reprinted from the part before: two entries, followed by the next part.
31. CC(C)OP(=O)(OC(C)C)C1(O)C(=O)Nc2ccc(Br)cc21 (stereo not given)
32. CC(=O)Nc1ccc(OCC(O)CN2C(C)(C)CC(O)CC2(C)C)cc1 (stereo not given)
33. O=C(O)CCCNC(=O)/C(=C\c1ccc(Cl)cc1)NC(=O)c1ccccc1Br
34. O=C(c1cc(Br)ccc1Cl)N1CCCC1
35. NC(=O)N/N=C/c1c(F)cccc1F
36. COc1ccc(NC(=O)Cn2c(=O)sc3ccccc32)cc1
37. CCC(=O)C1CCCN(C(=O)c2ccc(OC3CCN(C(=O)c4cccnc4)CC3)cc2)C1 (stereo not given)
38. CC(C)C(=O)N=C1SC2CS(=O)(=O)CC2N1Cc1ccccc1 (stereo not given)
39. COc1ccc(N2CCN(C(=O)CSc3nnc(C)c(=O)[nH]3)CC2)cc1
40. Cc1ccc(S(=O)(=O)c2nc(S(C)(=O)=O)sc2N2CCCCC2C)cc1 (stereo not given)
Assay by compound,31,32,33,34,35,36,37,38,39,40
EPAC1 antag,-7%,-8%,19%,-11%,-16%,-12%,-3%,-12%,1%,-4%
EPAC1 ag,-5%,4%,-5%,-4%,-6%,0%,4%,-7%,8%,20%
PI5P4K alpha inh,5,-2,2,-2,1,4,-4,-4,.,0
WRN inhibitor,17%,-2%,12%,-4%,-24%[57.1 µM],-11%,-3%,0%,-17%[57.1 µM],-8%
PLK1 PBD block,-21%,-8%,5%,-8%,-7%,-7%,-4%,-17%,-15%,-11%
Abeta yeast res,-8%,18%,-4%,-7%,18%,13%,-2%,-9%,-2%,3%
IL2 activator,0.8,0.2,-0.7,-0.1,-0.1,-0.3,2.6,-5.1,-1.0,-3.3
FUS suppressor,17%,-9%,4%,24%,8%,-35%[inhibitor],4%,10%,12%,7%

41. COc1cccc(OC)c1/C=C/C(=O)NC1CCCCC1
42. Oc1ccccc1C1=Nc2nc3ccccc3n2C(c2ccccc2)C1 (stereo not given)
43. CCCCN(C(C)=O)c1c(CC)nc2ccc(C(=O)NCCc3ccccn3)cn12
44. CC(C)(C)C(=O)Nc1nnc(COc2ccc(Cl)cc2)s1
45. Cc1nn2c(Nc3ccc(F)cc3)c3c(nc2c1-c1ccccc1)CCC3
46. Cc1ccc(N2CC(C(=O)N3CCc4ccccc43)CC2=O)cc1 (stereo not given)
47. O=C1NCC(Nc2ccccc2)C(=O)N1 (stereo not given)
48. Cc1ccc(CCNC(=O)C23CN(Cc4ccccc4)CC2C(c2ccc([N+](=O)[O-])cc2)=NO3)cc1 (stereo not given)
49. CC(=O)c1cc2c(=O)c3cc(C)ccc3oc2nc1C
Assay by compound,41,42,43,44,45,46,47,48,49
EPAC1 antag,-2%,-17%,-13%,-11%,-13%,3%,6%,-10%,13%
EPAC1 ag,0%,11%,4%,0%,4%,3%,2%,-14%,-4%
PI5P4K alpha inh,8,-13,-1,9,6,.,6,-1,-3
WRN inhibitor,15%,-13%,-7%,-9%,-20%[57.1 µM],3%,-2%,3%,0%
PLK1 PBD block,3%,-20%,-9%,4%,-2%,-7%,-4%,-15%,-6%
Abeta yeast res,-19%,-7%,2%,?,0%,-15%,5%,14%,-29%
IL2 activator,0.0,0.0,0.8,-2.2,-0.3,-1.5,0.4,-0.2,-0.3
FUS suppressor,9%,20%,-12%,13%,-13%,-10%,.,?,-21%
